From PubChem BioAssay
GPR151 activ: activates the human receptor GPR151; Q8TDV0; PathHunter beta-arrestin GPR151 cells, luminescence; activation, % at 11.2 µM; hit rate 1% among 650,000; AID 1508602; in the data active = activation above about 4.9%;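 note: 0% = median of compound wells and 100% = cells with positive control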
Target sequence (Q8TDV0 whole entry, looked up): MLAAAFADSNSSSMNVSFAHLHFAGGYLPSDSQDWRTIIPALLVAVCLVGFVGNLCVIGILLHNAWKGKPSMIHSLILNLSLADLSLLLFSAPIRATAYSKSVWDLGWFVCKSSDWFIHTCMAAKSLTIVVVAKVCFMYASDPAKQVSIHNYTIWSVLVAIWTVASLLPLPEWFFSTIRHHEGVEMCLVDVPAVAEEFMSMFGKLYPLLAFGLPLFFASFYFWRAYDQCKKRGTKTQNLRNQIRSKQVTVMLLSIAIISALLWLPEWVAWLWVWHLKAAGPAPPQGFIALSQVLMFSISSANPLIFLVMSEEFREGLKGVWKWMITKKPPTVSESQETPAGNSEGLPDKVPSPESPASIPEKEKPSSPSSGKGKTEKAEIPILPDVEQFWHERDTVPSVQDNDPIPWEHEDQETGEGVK
FBW7 activator: activators of human E3 ligase FBW7. AID 1259310. Q969H0. hit rate 0.13% among 650,000. normalized activity (activation), % at 26.1 µM. AlphaScreen FBW7–phospho-cyclin E peptide binding, activator screen; in the data active = normalized activity above about 1.9%;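 note: purified mutant Fbw7 with reduced substrate affinity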
Target sequence (Q969H0 whole entry, looked up): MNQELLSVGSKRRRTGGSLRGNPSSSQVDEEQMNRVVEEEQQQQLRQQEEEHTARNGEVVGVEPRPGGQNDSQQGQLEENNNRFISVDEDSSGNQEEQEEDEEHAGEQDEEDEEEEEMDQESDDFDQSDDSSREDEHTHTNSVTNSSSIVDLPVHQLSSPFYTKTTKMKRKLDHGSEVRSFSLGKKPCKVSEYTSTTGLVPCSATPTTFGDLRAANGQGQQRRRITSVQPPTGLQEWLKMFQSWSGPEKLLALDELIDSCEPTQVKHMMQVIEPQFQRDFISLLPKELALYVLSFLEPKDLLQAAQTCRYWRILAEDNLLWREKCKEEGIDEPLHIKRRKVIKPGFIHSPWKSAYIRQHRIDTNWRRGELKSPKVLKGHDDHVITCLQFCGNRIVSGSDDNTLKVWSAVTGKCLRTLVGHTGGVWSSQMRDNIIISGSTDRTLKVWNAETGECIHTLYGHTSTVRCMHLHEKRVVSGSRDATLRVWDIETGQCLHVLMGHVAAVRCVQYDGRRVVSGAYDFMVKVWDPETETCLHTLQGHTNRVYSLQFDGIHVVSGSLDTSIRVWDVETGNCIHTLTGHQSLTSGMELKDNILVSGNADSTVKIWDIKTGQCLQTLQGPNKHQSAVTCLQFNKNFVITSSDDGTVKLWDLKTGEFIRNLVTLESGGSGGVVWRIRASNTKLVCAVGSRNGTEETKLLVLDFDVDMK
MITF inh: inhibitors of human MITF; O75030; AlphaScreen MITF homodimerization, bead proximity signal; inhibition, % at 2.6 µM; hit rate 0.91% among 650,000; AID 1259374; in the data active = inhibition above about 50%;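 note: 0% = vehicle wells with protein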
TEAD-YAP block: TEAD-YAP interaction inhibition; HEK-TIYL cells, TEAD-Gal4/YAP UAS-luciferase luminescence; inhibition, % at 9.12 µM; hit rate 1.4% among 640,000; in the data active = inhibition above about 32%;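 note: 0% = median of test compound wells and 100% = reference inhibitor wells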
Numbers without * were called inactive; . = not tested or not shown; & = joins results of further samples; ! = not confirmed by another sample. The list is partial; the hit share may differ from the screen's.

Screens in order – GPR151 activ	FBW7 activator	MITF inh	TEAD-YAP block
CCOC(=O)c1c(C)n(Cc2ccc(OC)c(OC)c2)c2c1cc(O)c1ccccc12
  0.8	-0.1	-0.4	0.6
CC(C)(C)CN1CCN(Cc2ccc(F)cc2)C(CCO)C1 (centres undefined)
  -1.3	0.0	7.5	5.5
CCC(CC)N1CCN(C(=O)COc2ccc(OC)cc2)CC1
  1.8	-0.2	24.4	1.0
COc1ccc(-n2c(/C=C/c3cccc(F)c3)nc3ccccc3c2=O)cc1Cl
  -0.1	0.1	0.6	0.8
CCOC(=O)c1nc2ccccc2c(=O)n1-c1ccc(Cl)cc1
  0.7	-0.1	-5.6	6.2
Fc1cccc(C2NCc3ccccc3-n3cccc32)c1 (centres undefined)
  -0.9	-0.2	1.2	-8.0
COc1cccc(-n2c(/C=C/c3cc(Br)ccc3O)nc3ccccc3c2=O)c1
  2.1	0.0	13.7	-8.8
Clc1ccc(C2NCCc3[nH]cnc32)cc1 (centres undefined)
  2.9	-0.1	-4.9	2.3
CC(Cc1ccccc1)[n+]1cc(NC([O-])=NCC(=O)O)on1 (centres undefined)
  0.0	0.3	7.5	3.2
COc1cc(C=C2C(=O)NC(=S)NC2=O)ccc1OCc1ccc(F)cc1
  -2.8	0.4	0.3	-41.1
CCOC(=O)C1=C(NC(=O)Cc2ccccc2)c2ccccc2CC12CCCCC2
  0.7	0.2	8.7	0.6
CC(=O)N(C1=NCCCS1)c1ccccc1F
  -1.2	0.8	11.6	1.5
Nc1ccccc1C(=O)OCC(=O)c1ccc2c(c1)OCCO2
  -3.4	0.0	2.1	-14.2
Cc1ccccc1C(=O)Nc1ccc(Cl)cc1C(=O)c1ccccc1Cl
  0.6	-0.1	11.4	-6.0
CCOc1ccc(C2SCC(=O)Nc3c2c(=O)[nH]n3C2CCCC2)cc1 (centres undefined)
  -0.2	0.3	12.0	0.7

The results go on.
Screens in order – GPR151 activ	FBW7 activator	MITF inh	TEAD-YAP block
COCc1ccc2oc(C(=O)OC(C)CCN(C)C)cc2c1 (centres undefined)
  1.3	0.1	0.1	3.0
O=C(CSC(c1ccccc1)c1ccccc1)Nc1ccccc1
  0.0	0.0	2.6	-6.4
CC(C)N(CC#CCO)Cc1ccccc1
  0.4	0.1	-3.5	4.9
O=c1c2ccccc2nc(-c2ccccc2)n1-n1cccc1
  -1.1	-0.1	-10.2	-1.8
N#CC(C#N)=Cc1ccc(O)c(Cl)c1
  -1.4	0.0	14.9	-9.3
COc1ccc(-n2nc(C(F)(F)F)cc2-c2ccc(Cl)cc2)cc1
  1.3	0.0	-4.4	2.0
Cc1ccc(-n2c(/C=C/c3ccccc3)nc3ccccc3c2=O)c(C)c1
  1.1	-0.1	2.1	23.4
Clc1ccc(C2C=C(c3cccnc3)Nc3ncnn32)cc1 (centres undefined)
  -0.3	-0.2	11.3	3.6
CC(C)NC(=O)c1cn(CC2CCCCC2)cc(C(=O)N(C)C(C)c2nccs2)c1=O (centres undefined)
  -0.8	-0.1	-0.3	-3.5
COC1=C[C@@H]2[C@@H]3Cc4ccc(OC)c(O)c4[C@]2(CCN3C)CC1=O
  3.0&-0.2	0.5&0.0	13.0&1.2	7.3&5.6
CC1(c2ccc3ccccc3c2)NC(=O)N(CC(=O)Nc2ccc(C#N)c(Cl)c2)C1=O (centres undefined)
  -0.5	-0.1	9.2	0.6
COc1ccc(-n2c(=O)[nH]c3ccccc3c2=O)cc1OC
  0.1	0.1	-1.8	1.8
Ic1cncc(OC[C@@H]2CCN2)c1
  0.3	-0.1	3.0	.
COc1ccc(NC(=O)CN2C(=O)C(C)N=C(c3ccccc3)c3ccccc32)cc1OC (centres undefined)
  2.6	-0.1	5.8	18.3
Cc1[nH]c2ccc(C(=O)O)cc2c1CCN
  -0.2	-0.2	-20.6	-5.8

Part of the list above in order of molecular weight, rising.
Screens in order – GPR151 activ	FBW7 activator	MITF inh	TEAD-YAP block
Fc1cccc(C2NCc3ccccc3-n3cccc32)c1 (centres undefined)
  -0.9	-0.2	1.2	-8.0
CCOc1ccc(C2SCC(=O)Nc3c2c(=O)[nH]n3C2CCCC2)cc1 (centres undefined)
  -0.2	0.3	12.0	0.7
Cc1ccccc1C(=O)Nc1ccc(Cl)cc1C(=O)c1ccccc1Cl
  0.6	-0.1	11.4	-6.0

(next part)
Screens in order – GPR151 activ	FBW7 activator	MITF inh	TEAD-YAP block
O=[N+]([O-])c1ccc(O[C@@H]2O[C@H](CO)[C@@H](O)[C@H](O)[C@H]2F)c([N+](=O)[O-])c1
  1.2	-0.1	-2.7	1.1
COC(=O)C(O)(c1c[nH]c2ccccc12)C(F)(F)F (centres undefined)
  -0.4	0.0	6.3	3.2
CN(CCc1ccccc1)Cc1ccccc1[N+](=O)[O-]
  1.3	-0.1	-29.2	-9.7
O=C(c1ccccc1)N1CCN(C/C=C/c2ccccc2)CC1
  -2.1	0.2	13.6	1.4
N#Cc1ccc(NS(=O)(=O)c2ccc([N+](=O)[O-])cc2)cc1Cl
  -0.8	0.5	15.2	1.5
NP(N)(=O)C12CC3CC(CC(C3)C1)C2
  4.6	0.1	2.7	-3.4
O=C(Nc1ccc(Cl)cc1C(=O)c1ccccc1Cl)c1cc(=O)c2ccccc2o1
  -1.9	0.9	2.3	3.8
O=C(O)C(Cl)Cl
  -2.4	-0.1	-1.3	-7.1
Cc1cc(OCC(=O)N2CCN(Cc3ccc4c(c3)OCO4)CC2)ccc1Br
  1.2	-0.2	-1.8	-1.5
CCOCCn1cnc2sc(C(=O)N3CCC4(CC3)OCCO4)c(C)c2c1=O
  -1.7	0.1	13.4	1.6
CC(C)(C)n1cccc1/C=C1\C(=O)NC(=O)N(c2ccccc2)C1=O
  -1.1	0.5	12.0	9.4
Cc1ccc(Cn2ccsc2=N)cc1
  -1.2	-0.2	0.0	-5.9
c1ccc(NC2=NCCCS2)cc1
  1.0	-0.1	3.0	4.8
CCOc1ccc(-n2c(CN(CC)CC)nc3ccccc3c2=O)cc1
  2.9	0.1	5.6	-4.8
Cc1ccc(-n2c(/C=C/c3cccc(F)c3)nc3ccccc3c2=O)cc1C
  -1.6	-0.1	6.5	-0.4

Additional records.
Screens in order – GPR151 activ	FBW7 activator	MITF inh	TEAD-YAP block
COc1ccccc1C1=NCC(=O)N(CC(=O)N2CCCCC2)c2sccc21
  -0.1	-0.2	-2.3	12.7
NC(Cc1ccccc1)c1ccc2c(c1)OCCO2 (centres undefined)
  0.8	-0.1	0.3	7.6
CC1CN(c2ccc(C(F)(F)F)cc2[N+](=O)[O-])CC(C)N1 (centres undefined)
  0.5	0.0	7.4	2.2
O=C(CN1CCN(C(=O)Cc2cccs2)CC1)c1ccco1
  0.7	-0.5	3.4	-1.7
Cc1c[n+](C)c(C)cc1-c1ccccc1
  0.0	0.2	-1.9	6.1
COc1cc(CNCCc2c[nH]c3ccccc23)c([N+](=O)[O-])cc1OC
  -0.3	-0.1	23.0	-0.4
CSc1cc(C)c2c(c1)COC1(CCN(C(=O)COCC(=O)O)CC1)O2
  1.6	0.1	7.6	-0.1
Oc1cccc(CN2CCN(c3ccc(F)cc3)CC2)c1
  -0.3	-0.2	30.7	-3.9
O=C1NC(=S)N(c2ccc(F)cc2)C(=O)/C1=C/c1ccco1
  -0.3	-1.0	63.2*	-4.8
Cc1nc2ccccc2c(=O)n1-c1ccccc1Cl
  1.2	0.3	0.3	-1.0
COc1ccccc1CCNCc1ccccc1OC
  -0.4	0.0	52.4*	-6.8
COc1cc2[nH]c(=O)n(-c3cccc(Cl)c3)c(=O)c2cc1OC
  0.2	0.0	-2.0	-2.3
Cc1c(NP(=O)(C(C)(C)C)C(C)(C)C)c(=O)n(-c2ccccc2)n1C
  -0.2	-0.2	5.0	-4.5
O=C1NC(=S)NC(=O)C1=Cc1ccc(-c2ccc(Cl)c(C(=O)O)c2)o1
  1.0	-1.5	69.2*	-5.7
CCOC(=O)c1c(C)n(Cc2ccccc2)c2ccc(OCC(O)Cn3cnc(-c4ccccc4)c3-c3ccccc3)cc12 (centres undefined)
  0.0	0.0	4.7	-4.8

Later entries.
Screens in order – GPR151 activ	FBW7 activator	MITF inh	TEAD-YAP block
CCCCOC(=O)c1c(N)n(CCN2CCOCC2)c2nc3ccccc3nc12
  -0.3	0.1	-5.6	16.8
OC1CCCCC1N1CCC(c2ccccc2)CC1 (centres undefined)
  1.4&-1.4	0.1&0.1	-16.4&12.0	0.4&-2.2
NC(=O)c1cc([N+](=O)[O-])cc([N+](=O)[O-])c1
  -0.4&-1.3	0.2&-0.1	13.6&2.1	2.8&-7.9
Cc1nccc2c1[nH]c1ccccc12
  -0.8&-1.5&-0.1&-1.7&1.1	0.0&0.2&0.0&0.0&-0.1	-10.9&20.2&2.5&1.1&6.8	8.6&1.3&-1.0
Cc1ccc2nc(C)c(CN3CCNCC3)n2c1
  0.1	-0.1	6.7	-2.1
Cn1ccnc1C1(O)CC2CCC(C1)N2CC(=O)NCc1ccc(F)cc1 (centres undefined)
  -0.2	-0.2	-2.2	-1.9
Cc1ccc(C(=O)Oc2cccc3cccnc23)cc1S(=O)(=O)N1CCCCC1
  -1.0	0.2	7.5	11.4
O=c1c2ccccc2nc(/C=C\c2ccc(F)c(F)c2)n1-c1ccc(Cl)cc1
  -2.2	0.1	-12.7	-2.7
NCCc1c[nH]c2ccc(C3CCCCC3)cc12
  -0.5	-0.1	0.1	-2.9
CC(C)(C)NCC(O)c1cccc([N+](=O)[O-])c1 (centres undefined)
  0.0	0.0	8.3	9.1
CN1C(=O)C(=Cc2ccc(N3CCOCC3)c([N+](=O)[O-])c2)C(=O)N(C)C1=O
  0.1	0.0	7.6	3.4
C[N+]1(C)C2CC(OC(=O)[C@H](CO)c3ccccc3)CC1C1OC12 (some centres undefined)
  0.5	0.1	-4.0	.
C=C[C@H]1CN2CC[C@H]1C[C@H]2[C@H](O)c1ccnc2ccccc12
  5.4*!	-0.1&-0.2&0.2&0.0	-0.7&-11.8&23.4&4.4	20.2&3.5&-3.2&3.5
C/C=C(/C)C(=O)O[C@H]1C(C)=C2[C@H]([C@@H]1OC(=O)CCCCCCC)[C@@](C)(OC(C)=O)C[C@H](OC(=O)CCC)[C@@]1(O)[C@H]2OC(=O)[C@@]1(C)O
  0.1&-0.5	0.2&0.1	11.1&-14.3	57.0*
CCOC(=O)C1C2NC(=S)NC1(C)Oc1ccc(Br)cc12 (centres undefined)
  1.8	-0.4	2.8	-6.1

Following part
Screens in order – GPR151 activ	FBW7 activator	MITF inh	TEAD-YAP block
CN1C(=O)CC(c2ccccc2)Nc2ccccc21 (centres undefined)
  -0.5	-0.1	8.1	4.8
N#Cc1ccc(NC(=O)c2ncoc2-c2ccc(F)cc2)cc1Cl
  1.9	0.2	-8.2	-1.3
COc1ccc(OC)c(CN2CCN(Cc3ccccc3)CC2)c1
  0.0	0.1	5.7	-4.7
O=C1C2Cc3ccccc3CN2C(=S)N1c1ccc([N+](=O)[O-])cc1 (centres undefined)
  0.0	-0.3	0.3	-11.6
Cc1cc(C=C2C(=O)NC(=S)NC2=O)c(C)n1-c1cccc(C(F)(F)F)c1
  -1.5	0.0	-11.8	-7.2
Cc1cc(C)[n+]2c(-c3ccccc3)csc2n1
  1.2	0.1	8.5	-21.3
O=C1NC(=O)C2(OC(=O)C(=O)/C2=C(/O)c2ccccc2)C(=O)N1
  0.4	-0.4	15.5	-0.3
CN1CCCC(C(=O)c2cccc(Cl)c2)C1 (centres undefined)
  1.0	-0.2	1.9	3.0
CNC1(c2nnnn2-c2cccc(C)c2)CCCCC1
  -0.9	-0.1	3.7	-1.1
Cc1ccc(N2C(=O)CC(=O)NC2=O)cc1
  -0.9	-0.1	82.5*	-1.2
CCn1nc(-c2cccnc2)nc2c(=O)n(C)c(=O)nc1-2
  -5.4	-0.2	-7.2	76.4*
COc1cc(CN2CCN(Cc3ccccc3)CC2)cc(Br)c1O
  -0.6	0.0	50.7*	-3.8
OC(c1cccs1)(c1cccs1)C1CN2CCC1CC2 (centres undefined)
  2.7	0.1	2.4	0.8
NC(=O)CN1CCCC1=O
  0.0&1.0&-0.7	-0.2&0.0&-0.1	-3.2&8.7&-4.0	3.7&-1.9
Cc1cc(NC(=O)COC(=O)c2c(C)nn(Cc3ccccc3)c2Cl)no1
  -0.3	0.0	1.7	4.1

Later entries:
Screens in order – GPR151 activ	FBW7 activator	MITF inh	TEAD-YAP block
O=C(Nc1nc2ccccc2s1)c1c(O)c2c(n(Cc3ccccc3)c1=O)CCCC2
  0.3	-0.1	3.4	-6.3
O=c1c2ccccc2nc(/C=C/c2ccccc2Cl)n1-c1cccc(O)c1
  -1.6	-0.1	2.6	-6.5
CCOP(=O)(OCC)SCc1ccccc1
  -0.8	0.2	53.3*	-8.6
Cc1cc(=O)n(-c2ccccc2)n1-c1ccccc1
  1.0	0.0	-1.6	-3.1
c1ccc2c(c1)sc1ccccc12
  -1.2	0.2	-5.8	11.2
CC1=[N+]([O-])C2(N)CCc3nonc3C2(O)C1 (centres undefined)
  0.2	0.0	5.7	-4.1
CCOP(=O)(OCC)C(NC(=O)c1ccc(C)cc1)C(Cl)(Cl)Cl (centres undefined)
  -0.2	0.3	5.7	10.4
COc1ccc2c(c1)O/C(=C\c1ccccc1OC(=O)N(C)C)C2=O
  2.9	0.1	8.8	1.7
CCOC(=O)C1CCCCC12C(C#N)=C(N)Oc1n[nH]c(C)c12 (centres undefined)
  -0.4	-0.3	6.7	6.8
COc1ccc2c(c1)[C@@]13CCCC[C@H]1[C@@H](C2)NCC3
  -0.6	-0.2	-9.8	-2.8
CCOc1ccccc1CN1CCN(C(C)C)C(CCO)C1 (centres undefined)
  -2.1	-0.1	4.9	4.9
COc1ccc(-n2c(O)c(C=NC3CN4CCC3CC4)c3ccccc3c2=O)cc1OC (centres undefined)
  0.9	-0.1	0.0	1.2
